# Compound activity as filed in PubChem.
# hIAP inh = human IAP inhibition; P09923; purified IAP, CDP-Star luminescence, 30 min; inhibition, % at 10 µM; 330,000 compounds, 0.12% hits; AID 2544;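 active means inhibition reaching a set limit with compound at 10 µM in the primary screen, cut at about 35% in these data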;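 further: plate controls were DMSO wells with enzyme for no effect and no-enzyme buffer wells for full effect; values of inactives mirror those of a sister screen read the other way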
# Target sequence (P09923 whole entry, looked up): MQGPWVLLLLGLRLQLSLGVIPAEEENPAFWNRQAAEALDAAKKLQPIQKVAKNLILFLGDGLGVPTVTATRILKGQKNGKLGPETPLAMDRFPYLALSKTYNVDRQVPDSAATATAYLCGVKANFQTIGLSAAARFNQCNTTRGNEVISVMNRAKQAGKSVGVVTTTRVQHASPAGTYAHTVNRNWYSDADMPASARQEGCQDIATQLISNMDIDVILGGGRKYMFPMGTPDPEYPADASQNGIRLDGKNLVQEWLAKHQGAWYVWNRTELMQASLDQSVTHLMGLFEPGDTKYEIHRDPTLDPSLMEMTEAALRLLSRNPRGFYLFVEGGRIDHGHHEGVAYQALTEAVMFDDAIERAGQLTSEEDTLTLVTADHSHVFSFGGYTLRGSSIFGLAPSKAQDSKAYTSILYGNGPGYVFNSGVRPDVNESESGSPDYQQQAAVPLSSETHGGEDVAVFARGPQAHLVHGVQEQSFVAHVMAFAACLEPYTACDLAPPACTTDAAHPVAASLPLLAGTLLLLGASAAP
# mIAP activ = mouse IAP activation | AID 2805 | activation factor at 10 µM | muIAP, CDP-Star luminescence, 30 min; active compounds read high; 1 = vehicle-only enzyme signal, 0 = enzyme-free wells | 330,000 compounds, 0.24% hits;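 active means activation factor of at least 2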; further: the source names both 10 and 20 µM as test concentration; values of inactives mirror those of a sister screen read the other way
#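 Assay system: mouse IAP enzyme; reagent: chemiluminescent substrate CDP-Star; dosing: test compounds delivered from DMSO solution; schedule: 30 min at room temperature; measured by: luminescence from enzymatic CDP-Star hydrolysis; controls: DMSO-only wells and no-enzyme negative control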
# SENP1 inh = SENP1 (human) catalytic domain inhibition; Q9P0U3; recombinant SENP1 catalytic domain, CyPet-SUMO1-YPet FRET cleavage; inhibition, % at 10 µM; 360,000 compounds, 0.21% hits; AID 624204;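 active means inhibition at least 30% at 10 µM, raw YFP signal under a set limit, fluorescence ratio 0.5 to 1.5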;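 further: 0% = enzyme with DMSO and 100% = no enzyme wells; some results filed as inactive read as strong as hits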
#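 Controls: no-enzyme wells low, DMSO-plus-enzyme wells high control. Test system: human recombinant His6-tagged SENP1 catalytic domain enzyme. Reagent: SFCypet-SUMO1-SFYpet FRET protein substrate, 25 nM final. Doses: one dose per compound, 10 µM, 0.5% DMSO. Detection: FRET, CFP and YFP emission. Timing: 50 min reaction at room temperature.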
# NALP3 yeast inh = NALP3 inhibition in yeast; Yeast reconstituted NLRP3/ASC/caspase-1, beta-gal luminescence, 24 h; inhibition, % at 10 µM; 330,000 compounds, 0.39% hits;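 active means inhibition of 50% or more; inactive means inhibition below 50%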;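 further: plate controls were induced DMSO wells for no effect and uninduced yeast grown without galactose for full effect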
# MIN6 prolif = inducers of beta-cell replication in MIN6 cells. MIN6 cells proliferation, ATPlite luminescence, 48 h; cells starved in 0.2% serum; 100% = growth in 10% serum. 330,000 compounds, 0.29% hits. proliferation, % at 10 µM. AID 2380;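 active means compounds whose signal lies at least 3.5 SD above the mean of all wells on their plate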;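 further: 0% = DMSO-treated cells in low-serum medium and 100% = 10% serum control; some compounds called inactive have numbers as strong as hits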
# A3G deaminase = inhibitors of human APOBEC3G DNA deaminase; recombinant A3G, ssDNA deamination FAM/TAMRA fluorescence; Q9HC16; AID 493012; 330,000 compounds, 0.28% hits; inhibition, % at 20 µM;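 active means inhibition of at least 40% at 20 µM, with no more than 30% in the related APOBEC3A deaminase screen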;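 further: plate controls were DMSO wells with A3G for no effect and wells lacking A3G enzyme for full effect; some compounds called inactive have numbers as strong as hits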
# Target sequence (Q9HC16 whole entry, looked up): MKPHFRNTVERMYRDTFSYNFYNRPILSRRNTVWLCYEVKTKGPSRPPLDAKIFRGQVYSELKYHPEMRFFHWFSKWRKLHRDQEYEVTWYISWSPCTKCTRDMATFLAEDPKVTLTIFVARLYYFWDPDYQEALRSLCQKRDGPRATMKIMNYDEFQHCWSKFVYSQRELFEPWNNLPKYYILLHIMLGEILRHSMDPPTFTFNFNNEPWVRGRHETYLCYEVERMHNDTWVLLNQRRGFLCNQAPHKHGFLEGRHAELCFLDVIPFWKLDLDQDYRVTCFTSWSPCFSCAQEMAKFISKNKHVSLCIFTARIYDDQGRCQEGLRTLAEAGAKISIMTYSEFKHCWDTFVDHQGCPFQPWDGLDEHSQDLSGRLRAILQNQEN
# A3A deaminase = inhibitors of human APOBEC3A DNA deaminase; recombinant A3A, FAM/TAMRA ssDNA deamination fluorescence; 330,000 compounds, 0.41% hits; inhibition, % at 20 µM; AID 493011;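 active means at least 40% inhibition at 20 µM here, with at most 30% in a related deaminase screen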;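 further: plate controls were A3A with DMSO for no effect and wells lacking A3A enzyme for full effect; some results filed as inactive read as strong as hits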
# Target sequence (P31941 whole entry, looked up): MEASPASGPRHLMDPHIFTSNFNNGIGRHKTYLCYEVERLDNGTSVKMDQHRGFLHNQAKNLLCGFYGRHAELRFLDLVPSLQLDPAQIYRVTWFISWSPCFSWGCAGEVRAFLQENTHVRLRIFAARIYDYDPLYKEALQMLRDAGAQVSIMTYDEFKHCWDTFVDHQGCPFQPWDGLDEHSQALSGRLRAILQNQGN
# hIAP act = human IAP activation; P09923; purified human IAP, CDP-Star luminescence, 30 min; active compounds read high; 1 = vehicle-only enzyme, 0 = enzyme-free background; activation factor at 10 µM; 330,000 compounds, 0.16% hits; AID 2524;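 active means activation factor of the enzyme at least 2-fold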; further: the source names both 10 and 20 µM as test concentration; values of inactives mirror those of a sister screen read the other way
# mIAP block = mouse IAP inhibition; inhibition, % at 10 µM; 330,000 compounds, 0.2% hits; purified mouse IAP, CDP-Star luminescence, 30 min;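 active means inhibition of at least 40% at 10 µM in the primary screen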;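 further: plate controls were DMSO with enzyme for no effect and no enzyme wells for full effect; values of inactives mirror those of a sister screen read the other way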
# * = called active by the depositor; · = not tested or not shown.
entry	canonical_smiles	hIAP inh	mIAP activ	SENP1 inh	NALP3 yeast inh	MIN6 prolif
1	COc1ccc(N(CC(=O)N2CCN(c3ccccc3F)CC2)S(=O)(=O)c2ccc(C)cc2)cc1	-16	0.95	0	17	-4
2	O=C(O)c1ccc(NC2=C(n3nnc4ccccc43)C(=O)c3ccccc3C2=O)cc1	3	0.98	3	0	-1
3	Cc1no[n+]([O-])c1COc1ccc(/C=C2\NC(=S)NC2=O)cc1	-16	0.88	·	-10	-2
4	CN1CCN(c2nc(-c3ccc(Cl)cc3)cc(=O)[nH]2)CC1	-27	0.96	1	7	0
5	N#Cc1ccc(C(CC(=O)O)N2Cc3ccccc3C2=O)cc1 (stereo not given)	3	0.91	1	1	-3
6	COc1cc(C(=O)NCCC(=O)NCc2c(F)cc(F)cc2F)cc(OC)c1OC	-16	1	0	0	-2
7	CN(C)c1nc(SCCOC(=O)COc2ccc(Cl)cc2Cl)nc(N(C)C)n1	3	1.1	3	4	0
8	O=C1CCC(c2ccccc2)N1C(=O)c1cccnc1 (stereo not given)	0	0.92	2	5	-1
9	Cc1noc(C)c1NC(=O)Nc1ccc2c(c1)C(=O)N([C@H](C)CO)C[C@H](C)[C@@H](CN(C)C(=O)NC1CCCCC1)O2	-9	1.1	0	23	-2
10	Clc1ccc(-c2nnc3cccc(Cl)n23)c(Cl)c1	4	0.95	1	15	0

entry	A3G deaminase	A3A deaminase	hIAP act	mIAP block
1	-2	-1	1.2	5
2	-2	5	0.97	2
3	-5	-2	1.2	12
4	-6	-2	1.3	4
5	-4	-4	0.97	9
6	-4	-4	1.2	0
7	-2	-1	0.97	-12
8	1	3	0.99	8
9	-4	3	1.1	-8
10	-4	-2	0.96	5

# Next part.
entry	canonical_smiles	hIAP inh	mIAP activ	SENP1 inh	NALP3 yeast inh	MIN6 prolif
11	O=C(c1cc(Br)ccc1O)N1CCN(S(=O)(=O)Cc2ccccc2)CC1	10	0.94	0	17	-1
12	O=C(COC(=O)c1ccc(S(=O)(=O)NCc2ccco2)cc1)NCC1CCCCC1	0	0.93	0	-5	-1
13	COc1ccc(NC(=O)c2c(Cl)cnn2C)c(C)c1	-4	0.93	0	24	-3
14	O=C(COc1cccc2cccnc12)N/N=C1\SCC(=O)N1CCc1ccccc1	-1	0.99	2	-10	-1
15	COc1ccc(-c2nnc(SCC(=O)Nc3cc(S(=O)(=O)N4CCCCC4)ccc3Cl)n2N)cc1	-6	1.1	4	14	0
16	CCCS(=O)(=O)N1CCC(C(=O)NCC2CCCO2)CC1 (stereo not given)	-4	0.98	4	9	-2
17	COc1cc(C(=O)NCC(C)C)c([N+](=O)[O-])cc1OC	0	0.99	2	4	2
18	c1ccc(C2C3=C(CCCC3)Nc3ncnn32)cc1 (stereo not given)	1	1	-2	27	-2
19	O=C(CSc1nncn1-c1cccnc1)N1CCOCC1	13	1	-14	2	2
20	COc1cccc(CNS(=O)(=O)c2cc(-c3cc(C)no3)ccc2C(C)C)c1	-16	1	1	8	0

entry	A3G deaminase	A3A deaminase	hIAP act	mIAP block
11	-7	-4	0.91	6
12	3	16	1	7
13	-5	-2	1	7
14	-3	1	1	0
15	-9	2	1.1	-6
16	-3	1	1	2
17	-3	2	1	0
18	-6	-2	0.99	-2
19	-7	-3	0.87	0
20	-3	-4	1.2	-4

# Going on with the list.
entry	canonical_smiles	hIAP inh	mIAP activ	SENP1 inh	NALP3 yeast inh	MIN6 prolif
21	O=C(Nc1cnccn1)C1c2ccccc2Oc2ccccc21	15	0.96	1	0	-2
22	CCOC(=O)c1sc(NC(=O)CSc2nc(-c3ccco3)cc(C(F)(F)F)n2)c(C(=O)OC)c1C	0	0.79	-2	16	-2
23	CCc1ccccc1NC(=O)c1ccc2snnc2c1	-4	0.92	3	18	-5
24	O=C(Nc1nccs1)C1CCCN(S(=O)(=O)c2cccnc2)C1 (stereo not given)	4	0.89	1	7	5
25	Cc1c(/C=N/NC(=O)c2ccccc2O)c2ccccn2c1C(=O)c1ccc(F)cc1	-2	0.8	-28	26	0
26	Cc1ccc(S(=O)(=O)NCC(=O)OCC(=O)Nc2cccc(S(=O)(=O)NC3=NCCCCC3)c2)cc1C	-1	1	1	11	0
27	CCCNCc1cc(Br)ccc1OCC(=O)NCCc1ccccc1	7	1.1	-1	5	0
28	O=C(c1cc2c(=O)n3ccccc3nc2s1)N1CCN(Cc2ccc3c(c2)OCO3)CC1	2	1	-60	13	4
29	CC(Nc1ccc(Cl)cc1)c1cc(Cl)ccc1O (stereo not given)	-9	0.99	1	26	2
30	CC(C)(C)c1ccc(C(=O)N2CCC(=O)N(C(CO)Cc3ccccc3)CC2)cc1 (stereo not given)	-6	1.1	0	21	-1

entry	A3G deaminase	A3A deaminase	hIAP act	mIAP block
21	-6	-3	0.85	4
22	-1	-2	1	21
23	-4	-6	1	8
24	-6	-4	0.96	11
25	-5	1	1	20
26	-4	4	1	-2
27	-1	2	0.93	-10
28	-3	7	0.98	-4
29	-7	-1	1.1	1
30	18	4	1.1	-11

# Going on with the list.
entry	canonical_smiles	hIAP inh	mIAP activ	SENP1 inh	NALP3 yeast inh	MIN6 prolif
31	Cc1c(OCC(=O)N(C)C)ccc2c(-c3ccccc3)cc(=O)oc12	4	0.86	0	15	0
32	CCC1CCCCN1C(=O)COc1cccc2c1CCN(C)C2=O (stereo not given)	2	1	-1	12	-3
33	CCc1ccc(NC(=O)CSc2ccc(-c3ccco3)nn2)cc1	8	0.94	1	41	-2
34	COc1ccc(Cl)cc1-c1nc(SCC(=O)NCCN2C(=O)CSC2=O)n[nH]1	-12	1.1	2	8	-2
35	COc1ccc(C(=O)Nc2cc(C)c(NC(=O)c3ccccn3)cn2)cc1	-16	0.94	-3	20	-3
36	CCc1ccc(NC(=O)CNC(=O)[C@@H]2Cc3ccccc3CN2)cc1	0	1	-3	11	0
37	COc1cc(NC(=O)c2cccc(C)c2)c(Cl)cc1[N+](=O)[O-]	-7	0.97	2	27	0
38	CC(=O)Nc1ccc(N(C(=O)c2ccccn2)C(C(=O)NC2CCCCC2)c2ccc(F)cc2)cc1 (stereo not given)	4	0.99	0	3	0
39	CCOC(=O)CSC1=C(C#N)C(c2ccco2)C(C(=O)Nc2cccc(C(F)(F)F)c2)=C(C)N1 (stereo not given)	0	0.91	-24	-2	-5
40	Cc1ccc(NC(=O)C2CCCN2C(=O)c2cccs2)cc1C (stereo not given)	-6	0.93	0	9	0

entry	A3G deaminase	A3A deaminase	hIAP act	mIAP block
31	-3	0	0.96	14
32	-5	1	0.98	-2
33	-4	-1	0.92	6
34	-14	-3	1.1	-6
35	-3	0	1.2	6
36	-6	-5	1	-3
37	-1	1	1.1	3
38	-9	-2	0.96	1
39	-6	0	1	9
40	-8	-4	1.1	7

# Looked up by compound from the list above, four records:
entry	canonical_smiles	hIAP inh	mIAP activ	SENP1 inh	NALP3 yeast inh	MIN6 prolif
29	CC(Nc1ccc(Cl)cc1)c1cc(Cl)ccc1O (stereo not given)	-9	0.99	1	26	2
11	O=C(c1cc(Br)ccc1O)N1CCN(S(=O)(=O)Cc2ccccc2)CC1	10	0.94	0	17	-1
5	N#Cc1ccc(C(CC(=O)O)N2Cc3ccccc3C2=O)cc1 (stereo not given)	3	0.91	1	1	-3
24	O=C(Nc1nccs1)C1CCCN(S(=O)(=O)c2cccnc2)C1 (stereo not given)	4	0.89	1	7	5

entry	A3G deaminase	A3A deaminase	hIAP act	mIAP block
29	-7	-1	1.1	1
11	-7	-4	0.91	6
5	-4	-4	0.97	9
24	-6	-4	0.96	11

# Next results follow.
entry	canonical_smiles	hIAP inh	mIAP activ	SENP1 inh	NALP3 yeast inh	MIN6 prolif
41	COC(=O)[C@]1(Cc2ccccc2)N[C@H](CN(C)S(=O)(=O)c2ccc(-c3ccccc3)cc2)[C@@H]2C(=O)N(C)C(=O)[C@@H]21	-4	0.97	0	-3	0
42	COc1ccc(CC(=O)OCC(=O)NC(=O)NC23CC4CC(CC(C4)C2)C3)cc1	-19	1	3	16	-2
43	CCN(CC)c1ccc(Nc2nc(Cl)ncc2Br)cc1	11	0.92	0	54*	-3
44	COc1ccc2nc(Nc3nc(C)c(C(C)=O)s3)sc2c1	29	1	-23	25	-6
45	COc1ccc(/C(C)=N/NC(=O)CNC(=O)COc2ccccc2)c(OC)c1	-11	0.94	0	16	4
46	CN(CC1CCOCC1)C(=O)CC1C(=O)NCCN1CC(c1ccccc1)c1ccccc1 (stereo not given)	2	0.99	-12	8	-3
47	CCN1C(=NCC(C)C)N[C@@H](c2cccc(C(F)(F)F)c2)C(C(=O)OC)=C1C	12	1	2	9	-5
48	CN(C(=S)Nc1ccc(SC(F)F)cc1)c1ccc(O)cc1	16	0.83	-23	6	0
49	O=C(O)CCCN1C(=O)/C(=C/c2ccc(-c3nc4ccccc4s3)o2)SC1=S	19	0.76	9	12	-2
50	COc1cc(Cl)c(C)cc1NC(=O)CSC1=NCCS1	8	0.89	0	41	-3

entry	A3G deaminase	A3A deaminase	hIAP act	mIAP block
41	-6	-3	1	3
42	-6	-7	1.2	-1
43	-4	-3	0.89	8
44	-4	-3	0.71	-5
45	-3	0	1.1	6
46	-12	-3	0.98	1
47	10	59*	0.88	-4
48	27	-1	0.84	17
49	-3	0	0.81	24
50	0	1	0.92	11

# Printed as active in NALP3 yeast inh, among the entries above:
no.	canonical_smiles	hIAP inh	mIAP activ	SENP1 inh	NALP3 yeast inh	A3G deaminase	A3A deaminase	hIAP act	mIAP block
43	CCN(CC)c1ccc(Nc2nc(Cl)ncc2Br)cc1	11	0.92	0	54*	-4	-3	0.89	8

# Carrying on.
entry	canonical_smiles	hIAP inh	mIAP activ	SENP1 inh	NALP3 yeast inh	MIN6 prolif
51	COc1ccc(C(=O)N(CC2CCCO2)C(C(=O)NC2CCCC2)c2ccc(C)cc2)cc1OC (stereo not given)	-18	1	0	12	0
52	Cc1cccnc1NC(=O)CCc1nnc2ccc(NCc3ccco3)nn12	18	0.95	1	7	0
53	Cc1ccc(-c2csc(N(CCCN(C)C)C(=O)c3ccco3)n2)cc1	-4	0.95	-1	25	-6
54	CC(=O)N(c1ccccc1)c1c(F)c(F)c(F)c(F)c1F	-8	1.1	3	-7	2
55	O=C(COC(=O)c1ccc(F)cc1)Nc1ccccc1N1CCOCC1	22	1	2	19	-2
56	Cc1ccc(C(=O)CCC(=O)OCC(=O)N(C)c2c(N)n(Cc3ccccc3)c(=O)[nH]c2=O)cc1	9	1	1	9	1
57	COc1ccc(/C=C/C(=O)OCC(=O)Nc2ccc(C)cc2)cc1S(=O)(=O)N1CCOCC1	5	0.95	-1	-9	3
58	Cn1c(=O)c2c(c3ccccc31)OC(C)(C)CC2	17	1.1	2	23	0
59	Cc1ccc(S(=O)(=O)N2CCOCC2)cc1NC(=O)COc1ccccc1Cc1ccccc1	-13	1.1	-2	25	-6

entry	A3G deaminase	A3A deaminase	hIAP act	mIAP block
51	-6	-5	1.2	0
52	3	2	0.82	5
53	-11	7	1	5
54	-5	-2	1.1	-10
55	-2	4	0.78	-5
56	-3	-1	0.91	-5
57	-5	2	0.95	5
58	1	-1	0.83	-12
59	-10	-3	1.1	-6

# A portion of the library; count on the stated rates, not on these rows.
